Screens deposited in PubChem by National Center for Advancing Translational Sciences (NCATS).
HT1080NT lethal = kills 2HG-producing HT-1080-NT fibrosarcoma cells. HT-1080-NT fibrosarcoma viability, CellTiter-Glo ATP luminescence, 48 h. Potency, µM (titrated, usually from 46.1 µM), inactives show at the highest dose activity, negative = less viability, actives largely listed as cytotoxic. 1.6% of 360,000 active;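 note: NT is the 2HG producing partner of a matched IDH1 knockdown line; potency is the fitted concentration of half-maximal effect; 0% = DMSO-treated cells and -100% = media-only wells without cells; nearly all actives have a fitted effect of over 55% in size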
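Fibrosarcoma NT cells, 750 per well in 5% FBS RPMI, were exposed to compound for 48 hours. Viability: CellTiter-Glo luminescence.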
KB-3-1 cytotox = KB-3-1 parental cell cytotoxicity | 1.4% of 400,000 active | KB-3-1 viability, CellTiter-Glo ATP luminescence, 72 h | Potency, µM (top dose mostly 46.1 µM), for inactives: top-dose activity change, negative = cytotoxic, most hits filed as cytotoxic | AID 1347075; note: potency is the fitted concentration of half-maximal effect; % is set by controls: 0 for no effect and ±100 for the full control effect; nearly all actives have a fitted effect of over 60% in size
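72 h, 37 °C compound treatment of KB-3-1 parental cells; CellTiter-Glo added, 10 min, luminescence read. Data corrected against DMSO-only plates and normalized before curve fitting.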
MCF10A rerep = DNA re-replication induction in MCF 10a cells; Potency, µM (top dose mostly 46.1 µM), inactives show top-dose activity, positive = re-replication, usual class: activators; MCF 10A DNA re-replication, Hoechst nuclear intensity, 48 h; 2.9% of 350,000 active; note: potency is the fitted concentration of half-maximal effect; % of control where 0% means no effect; nearly all actives have a fitted effect of over 50% in size
ATXN2 expr inh = reduces ATXN2 reporter expression in HEK-293 cells; 0.72% of 360,000 active; Potency, µM (series often up to 57 µM), without a hit: at the highest dose activity change, negative = inhibition, usual class: inhibitors; HEK-293 ATXN2-luciferase reporter, luminescence, 24 h; note: potency is the fitted concentration of half-maximal effect; % is set by controls: 0 for no effect and ±100 for the full control effect; nearly all actives have a fitted effect of over 55% in size
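ATXN2-luciferase reporter cells (luciferase flanked by upstream and downstream ATXN2 gene portions) were treated 24 h at 37 °C with compounds at up to 57 uM. SteadyGlo luminescence gave expression; GF-AFC fluorescence gave viability.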
WRN inhibitor = inhibitors of human WRN helicase. WRN helicase unwinding, fluorescent forked duplex, kinetic. Potency, µM (top dose mostly 114 µM), for the others: at the highest dose activity change, negative = inhibition, most hits filed as inhibitors. 0.46% of 360,000 active. AID 651768; note: potency is the fitted concentration of half-maximal effect; % is set by controls: 0 for no effect and ±100 for the full control effect; nearly all actives have a fitted effect of over 55% in size
Target sequence (Q14191 whole entry, looked up): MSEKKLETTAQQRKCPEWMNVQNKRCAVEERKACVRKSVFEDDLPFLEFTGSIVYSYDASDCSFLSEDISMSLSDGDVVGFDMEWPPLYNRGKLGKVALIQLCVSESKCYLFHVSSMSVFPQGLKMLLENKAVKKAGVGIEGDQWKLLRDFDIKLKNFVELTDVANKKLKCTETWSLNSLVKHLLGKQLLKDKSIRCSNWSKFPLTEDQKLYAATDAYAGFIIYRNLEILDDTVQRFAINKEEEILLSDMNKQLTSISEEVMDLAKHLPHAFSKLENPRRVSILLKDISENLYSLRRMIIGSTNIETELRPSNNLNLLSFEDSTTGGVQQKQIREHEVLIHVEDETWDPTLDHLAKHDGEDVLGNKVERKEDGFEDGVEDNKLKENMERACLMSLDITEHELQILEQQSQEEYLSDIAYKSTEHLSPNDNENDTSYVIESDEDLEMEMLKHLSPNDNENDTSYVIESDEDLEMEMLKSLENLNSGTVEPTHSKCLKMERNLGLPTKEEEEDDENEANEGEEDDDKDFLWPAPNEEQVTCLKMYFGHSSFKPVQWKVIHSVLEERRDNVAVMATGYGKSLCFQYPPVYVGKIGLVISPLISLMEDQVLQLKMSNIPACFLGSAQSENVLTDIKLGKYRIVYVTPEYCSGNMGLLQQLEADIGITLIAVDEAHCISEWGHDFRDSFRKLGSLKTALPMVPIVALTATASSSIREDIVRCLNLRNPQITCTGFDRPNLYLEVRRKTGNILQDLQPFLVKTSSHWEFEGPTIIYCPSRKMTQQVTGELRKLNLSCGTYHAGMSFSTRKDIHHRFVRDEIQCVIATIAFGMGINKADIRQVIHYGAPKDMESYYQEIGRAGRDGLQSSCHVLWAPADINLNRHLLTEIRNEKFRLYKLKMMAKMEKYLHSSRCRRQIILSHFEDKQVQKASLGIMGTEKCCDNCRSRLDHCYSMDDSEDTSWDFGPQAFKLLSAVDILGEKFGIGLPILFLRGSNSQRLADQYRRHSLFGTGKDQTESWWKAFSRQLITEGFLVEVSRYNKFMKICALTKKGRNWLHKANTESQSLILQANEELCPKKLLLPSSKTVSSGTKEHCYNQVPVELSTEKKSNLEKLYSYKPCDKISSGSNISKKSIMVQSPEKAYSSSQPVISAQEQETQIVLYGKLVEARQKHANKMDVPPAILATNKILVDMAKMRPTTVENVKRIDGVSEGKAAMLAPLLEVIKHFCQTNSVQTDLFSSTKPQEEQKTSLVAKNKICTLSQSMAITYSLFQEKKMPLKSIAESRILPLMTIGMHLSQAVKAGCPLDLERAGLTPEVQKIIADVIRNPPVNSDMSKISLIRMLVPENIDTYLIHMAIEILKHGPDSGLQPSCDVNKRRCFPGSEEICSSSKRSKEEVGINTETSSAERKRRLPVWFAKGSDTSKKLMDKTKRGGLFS
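Kinetic red-fluorescence monitoring (525/598 nm) tracks WRN helicase activity after 100 nM fluorophore-quencher forked duplex and 2 mM ATP are added to 20 nM enzyme pretreated 15 min at room temperature with compound.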
SW480 rerep = inducers of DNA re-replication in SW480 colon cancer cells; Potency, µM (top dose mostly 46.1 µM), for inactives: at the top dose re-replication activation, actives largely listed as activators; SW480 DNA re-replication, Hoechst DNA content imaging, 48 h; 1.8% of 340,000 active; note: potency is the fitted concentration of half-maximal effect; % of control where 0% means no effect; nearly all actives have a fitted effect of over 55% in size
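DNA re-replication was detected as more nuclei of elevated Hoechst intensity after 48 hr exposure to compound (23 nL pinned per well of 250 cells).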
HT1080 IDH1KD tx = HT-1080 IDH1 knockdown cell toxicity (counter line). 2% of 360,000 active. HT-1080 IDH1 knockdown viability, ATP luminescence, 48 h. Potency, µM (series often up to 46.1 µM), inactives show at the highest dose activity, negative = toxicity, actives largely listed as cytotoxic;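 note: potency is the fitted concentration of half-maximal effect; 0% = DMSO wells and -100% = cell-free medium wells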
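Viability of IDH1-knockdown HT-1080 fibrosarcoma cells was assessed by CellTiter-Glo after 48 h at 37 °C with titrated compound; concentration-effect curves were classified by fit quality and response size.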
KB-V1 cytotox = kills drug-selected multidrug resistant KB-V1 cells; KB-V1 MDR cells viability, CellTiter-Glo, 72 h; Potency, µM (top dose mostly 46.1 µM), for inactives: top-dose activity change, negative = cytotoxicity, actives largely listed as cytotoxic; 3.4% of 400,000 active; note: potency is the fitted concentration of half-maximal effect; % is set by controls: 0 for no effect and ±100 for the full control effect; nearly all actives have a fitted effect of over 60% in size
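In this primary screen, KB-V1 cells overexpressing P-gp are incubated with library compounds (lowest to highest concentration) for 72 h at 37 degrees C before a luminescent ATP viability read.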
IL-1B inflam inh = blocks inflammasome-driven IL-1 beta release; THP-1 LPS/ATP IL-1B secretion, AlphaLISA, 16 h; active compounds read low; activity change, % at 57.5 µM; 4.7% of 360,000 active; AID 743279; in the data active = activity change below about -50%; inconclusive = mostly about -30% to -49%; note: % is set by controls: 0 for no effect and ±100 for the full control effect
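Secreted IL-1B measured by AlphaLISA bead assay after 16 h compound exposure of THP-1 cells; compounds (final up to 57.5 uM) added 1 h before LPS (250 ng/mL) and ATP (1.25 mM) stimulation; lower signal means less secretion.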
Active calls of the source: *; ? = inconclusive; . = not tested or not shown; [ ] = dose if it differs, or a comment. Unless noted, calls come from the whole dose curve; as a rule, active = well fitted curve in the direction sought with a large enough effect; inconclusive = small, poorly fitted or top-dose-only effect, or another doubt; inactive = no such curve, though single readings can be large; an effect the other way counts as inactive or inconclusive.

SMILES	HT1080NT lethal	KB-3-1 cytotox	MCF10A rerep	ATXN2 expr inh	WRN inhibitor	SW480 rerep	HT1080 IDH1KD tx	KB-V1 cytotox	IL-1B inflam inh
COc1cccc(-c2ccc(CN3C(C(C)C)C(=O)N(Cc4cn(CCC5OCCO5)nn4)CCS3(=O)=O)cc2)c1OC (stereo not drawn)	-20.4%	-3.0%	.	12.3%	-4.9%	.	-23.0%	?	?
CN(C)Cc1ccccc1COc1ccccc1	-5.2%	14.5%	-1.7%	2.4%	-8.0%[57.1 µM]	9.2%	8.1%	-17.9%	-14.5
CN(C)S(=O)(=O)c1ccc(N2CCCC2)c(C(=O)NCC(=O)Nc2ccc(F)c(F)c2)c1	-4.8%	-3.2%	4.5%	10.9%	1.6%	-0.1%	-1.4%	?	-18.2
O=C(c1cnn2c(C(F)(F)F)cc(-c3cccs3)nc12)N1CCN(Cc2ccccc2)CC1	-18.4%	0.0%	?	8.6%	-8.6%	17.7%	-17.1%	-27.5%	?
C[C@H](NS(=O)(=O)OCC(Cl)(Cl)Cl)C1CC1c1ccccc1 (stereo partly drawn)	-3.2%	0.4%	-44.3%[inhibitor]	-16.6%	-8.8%	-2.8%	-2.9%	-1.3%	1.4
O=C1[C@H]2[C@@H](c3ccc(C(F)(F)F)cc3)N[C@]3(CCCN(Cc4ccc(Br)cc4)C3=O)[C@H]2C(=O)N1Cc1ccccc1	-18.1%	1.0%	.	10.7%	-4.2%	.	?	-1.9%	-13.1
O=C(O)c1ccccc1Nc1ccc([N+](=O)[O-])c2nonc12	-5.0%	?	?	43.2%[activator]	-18.6%	4.2%	?	-20.8%	1.2
CC1CN(S(=O)(=O)c2ccc(F)cc2)CN1C(=O)N1CCOCC1 (stereo not drawn)	-0.1%	-1.5%	4.7%	-29.9%	0.2%	6.0%	0.6%	5.4%	-7.8
O=C(COc1ncnc2ccccc12)NCc1ccco1	0.1%	7.6%	?	35.2%	-2.2%	?	0.7%	-0.1%	18.0
CCc1noc(C)c1C(=O)N1CCN(S(=O)(=O)c2ccccc2C(F)(F)F)CC1	12.2%	-1.3%	0.0%	7.4%	2.4%	-2.3%	7.7%	0.0%	18.6
O=C(O)c1cccc(O)c1O	?	0.0%	2.1%	3.3%	-2.2%	-2.2%	-1.8%	19.8%	7.6
COc1ccccc1N1CCN(C(=O)CN2C(=O)c3ccccc3C2=O)CC1	23.8%	-7.5%	-10.3%	-4.2%	7.2%	25.0%	10.1%	3.9%	-1.6
O=C(CSc1nc(O)cc(=O)n1C1CCCC1)Nc1cccc(Cl)c1Cl	?	-18.6%	5.5%	-9.5%[11.3 µM]	-13.7%	3.5%	-27.8%	-15.9%	26.8
CS(=O)(=O)NCC(c1cccnc1)N1CCN(c2ccc(F)cc2)CC1 (stereo not drawn)	1.1%	6.6%	14.7%	2.7%	4.7%	?	21.3%	-15.9%	-2.2
CCC(Cc1ccccc1)NS(=O)(=O)c1ccc2c(c1)NC(=O)C(C)S2 (stereo not drawn)	-16.7%	?	11.9%	-20.9%	-1.2%	1.9%	?	?	-20.5
CCOc1ccc(C(C)=O)cc1CSc1nnc(-c2ccoc2C)n1N	17.7%	11.8%	7.5%	0.1%	-11.1%	-12.8%	20.2%	2.9%	-29.7
Nc1nc(Cl)cc(N2CCOCC2)n1	-5.5%	9.2%	4.3%	-6.6%	-34.3%[57.1 µM]	14.0%	-0.6%	-14.1%	0.0
CCCNC(=S)Nc1c(C)n(C)n(-c2ccccc2)c1=O	-5.5%	0.2%	-5.5%	-23.0%	-5.1%	16.9%	-8.2%	-5.1%	-3.7
CSc1cc(N2CCOCC2)nc(-c2ccccc2Cl)n1	?	-2.5%	9.4%	-4.2%	-14.2%	1.2%	-2.1%	9.3%	10.8
Cn1c(=O)c2sccc2n2c(CCCC(=O)NCCc3ccc(S(N)(=O)=O)cc3)nnc12	8.9%	25.2%	-1.2%	12.5%	-3.0%	-0.7%	8.5%	16.5%	3.2
O=S(=O)(NCC(c1cccnc1)N1CCOCC1)c1ccccc1 (stereo not drawn)	17.1%	4.8%	-3.7%	.	4.3%	-118.0%[inhibitor]	0.6%	34.9%	13.3
COc1cc(CN2CCN(CC#Cc3ccccc3)CC2CCO)cc(OC)c1 (stereo not drawn)	-3.8%	-1.8%	6.7%	8.4%	-5.9%	-12.1%	-4.7%	-7.0%	18.1
Cc1ccc(-c2nn(-c3ccccc3)cc2/C=C/C(=O)Nc2nccs2)cc1	16.4µM*	-0.3%	?	-17.3%	-1.3%	3.1%	9.2µM*	-8.8%	6.8
O=C(NCc1cc(Cl)cc(Cl)c1)c1ccc2nc([C@@H]3O[C@H](CO)[C@@H](O)[C@H]3O)[nH]c2c1	1.7%	0.0%	.	7.6%	0.0%	.	7.2%	5.2%	23.7
CCc1nc2c(OCc3ccccc3C(=O)OC)cccn2c1N(C)C(=O)CC(C)C	8.9%	0.0%	.	-18.6%	-1.2%	.	0.9%	-7.9%	9.9
COc1ccc(N2CCN(C(=O)CCCCCn3c(=S)[nH]c4cc5c(cc4c3=O)OCO5)CC2)cc1	6.9%	3.1%	6.3%	-4.0%	-1.8%	-27.7%	17.7%	60.9%	0.0
CCOC(=O)C1CCN(c2nc3cc(OC)ccc3cc2C#N)CC1	6.9%	10.6%	13.9%	-8.4%	-4.0%	0.3%	1.8%	-13.6%	8.8
C/C(=N\NC(=O)CCCNc1ccc(C)cc1)c1ccccn1	-4.3%	-13.2%	?	28.2µM*	-1.5%	?	?	6.51µM*	11.6
CCC1CCCCN1C(=O)COc1cccc2c1CCN(C)C2=O (stereo not drawn)	-0.5%	-24.9%	-3.9%	-8.2%	-0.3%	-5.5%	5.0%	20.6µM*	67.5
Cc1ccc(S(=O)(=O)CC(=O)Nc2nnc(C)s2)cc1	2.2%	-3.5%	12.8%	-4.0%	1.8%	-23.4%	-8.8%	-3.0%	18.1
O=C(NCCNC1CCC(c2ccccc2)CC1)c1ccc(F)cc1 (stereo not drawn)	20.6µM*	-9.2%	1.3%	?	2.7%	13.9%	?	?	-69.9*
CC(C)n1cnc2c(Nc3cccc(F)c3)nc(NCCO)nc21	-20.4%	?	-13.8%	-6.5%	0.8%	1.4%	-28.5%	-24.2%	-8.6
CCCCn1c(N)c(N(CC(C)C)C(=O)c2ccc(Br)s2)c(=O)[nH]c1=O	0.0%	.	-2.8%	-6.6%	-20.7%	1.2%	-7.5%	.	11.6
CCCOc1ccc(/C=N/NC(=O)CSCc2ccc([N+](=O)[O-])cc2)cc1OCC	7.5%	-0.8%	-0.1%	8.9%	-1.4%	-3.2%	8.9%	16.4µM*	-16.2
CC(C)N(C(=O)CSc1nnc(NC(=O)c2cccs2)s1)C(C)C	0.6%	-0.2%	-0.7%	1.5%	-19.4%	-3.0%	-13.9%	23.1µM*	18.2
O=C(COC(=O)c1cccc(OC(F)F)c1)Nc1ncccn1	3.3%	1.4%	-1.7%	2.1%	-14.0%	0.0%	4.0%	4.1%	22.6
O=C(COC(=O)c1cccc(F)c1)Nc1cccnc1Cl	16.2%	1.7%	-0.1%	-11.5%	4.1%	-6.8%	9.3%	?	-7.6
N#Cc1ccc(OCc2noc(-c3ccsc3)n2)cc1	22.5%	3.7%	?	6.1%	-12.1%	?	15.6%	1.0%	-3.0
CNc1ccc(-c2cccc(C(C)=O)c2)cn1	?	0.0%	.	14.5%	-0.4%	.	?	24.2%	7.2
O=C(CSc1nc2ncccc2[nH]1)NCc1ccco1	5.9%	12.3%	?	.	-7.6%	-3.5%	0.0%	10.8%	10.9

Record cards, from the list above. Order of values: HT1080NT lethal | KB-3-1 cytotox | MCF10A rerep | ATXN2 expr inh | WRN inhibitor | SW480 rerep | HT1080 IDH1KD tx | KB-V1 cytotox | IL-1B inflam inh
`CNc1ccc(-c2cccc(C(C)=O)c2)cn1` is listed as ? | 0.0% | . | 14.5% | -0.4% | . | ? | 24.2% | 7.2
`O=C(NCCNC1CCC(c2ccccc2)CC1)c1ccc(F)cc1` (stereo not drawn) is listed as 20.6µM* | -9.2% | 1.3% | ? | 2.7% | 13.9% | ? | ? | -69.9*
`CCCCn1c(N)c(N(CC(C)C)C(=O)c2ccc(Br)s2)c(=O)[nH]c1=O` is listed as 0.0% | . | -2.8% | -6.6% | -20.7% | 1.2% | -7.5% | . | 11.6

Other entries follow:
SMILES	HT1080NT lethal	KB-3-1 cytotox	MCF10A rerep	ATXN2 expr inh	WRN inhibitor	SW480 rerep	HT1080 IDH1KD tx	KB-V1 cytotox	IL-1B inflam inh
Cc1ccc(S(=O)(=O)N2CCCCC2)cc1NC(=O)CSc1nnc(C2CC2)n1C	-0.9%	2.7%	4.2%	-14.6%	-27.1%	5.8%	-1.9%	2.9%	23.2
COCCNC(=O)c1ccccc1-c1nc(-c2ccccc2OC)no1	-13.1%	-10.2%	-8.9%	19.6%	0.5%	-5.4%	2.1%	-22.5%	-1.0
CCc1ccccc1N1CN(Cc2ccco2)CNC1=S	1.7%	2.6%	-4.8%	.	-0.2%	-8.9%	2.4%	-5.4%	7.6
O=C(C[n+]1ccc(C(=O)c2ccccc2)cc1)Nc1cccc([N+](=O)[O-])c1	-17.3%	-22.8%	.	-6.8%	-10.9%	.	-20.4%	0.3%	-6.9
Cc1ccc(NC(=O)CN2C(=O)CCS(=O)(=O)c3ccccc32)cc1Cl	-7.0%	5.5%	-2.1%	13.2%	-0.4%	3.1%	-4.8%	0.0%	-7.2
COc1ccc(/C=C2/SC(=S)N(NS(=O)(=O)c3ccc(C)cc3)C2=O)cc1	-14.2%	-14.7%	-0.4%	6.6%	-12.6%[11.6 µM]	4.2%	-22.9%	4.9%	-56.4*
CCNC(=S)NCCN1CCCCC1	10.7%	-3.0%	1.9%	9.1%	4.1%	2.1%	11.0%	0.6%	16.7
O=C(O)c1ccc(N/N=C/c2ccc(-c3ccc(Cl)cc3Cl)o2)cc1	?	23.1µM*	?	.	-3.0%	23.1µM*	?	-8.1%	4.0
